CHO-K1 Ca ag = M1 agonist counterscreen hit in parental CHO-K1 cells; Fluo-8 calcium fluorescence; scaled to maximal ATP response, vehicle zero; activation, % at 3 µM; 0.48% of 360,000 active; in the data active = activation above about 15%;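 also: untransfected CHO-K1 host cells lacking M1 receptor as counterscreen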
CHO-K1 Ca antag = nonselective inhibitor or artifact in parental CHO-K1 cells; AID 602250; ATP-induced calcium, Fluo-8 fluorescence; 0.6% of 360,000 active; inhibition, % at 3 µM;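 active = inhibition above a per-plate cutoff, the plate's mean sample inhibition plus 3 SD, cut at about 24% in these data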;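 also: 0% = DMSO plus EC80 ATP and 100% = DMSO alone without ATP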
CHO-K1 Ca PAM = counter-screen for M1 PAMs: effect in parental CHO-K1 cells. ATP EC20, Fluo-8 calcium fluorescence; 0% at ATP EC20, 100% at ATP max. activation, % at 3 µM. 0.02% of 360,000 active;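 active = activation above the run cutoff, the mean activation of all test compounds plus 3 SD, cut at about 40% in these data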;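 also: peak over basal fluorescence ratio in a 140 s read after ATP addition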
CHO parental Ca = signal in parental CHO cells, OX1R antagonist counter-screen; parental CHO-K1, ATP-induced calcium, Fluo-8 fluorescence; AID 463079; inhibition, % at 5.6 µM; 0.63% of 330,000 active;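 active = inhibition above that plate's mean sample inhibition plus 3 SD, cut at about 26% in these data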;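 also: 0% = ATP-challenged DMSO wells and 100% = DMSO wells without ATP; some compounds past the cut are filed as inactive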
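Test system: untransfected parental CHO cell line. Compound: one dose, 5.6 µM nominal. Detection: intracellular calcium via Fluo-8 no-wash fluorescent dye. Measure: % inhibition. Benchmarks: ATP-challenged DMSO wells low, unchallenged DMSO wells high.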
TAAR1 agonist = agonists of human TAAR1. Q96RJ0. CHO RD-HGA16 TAAR1, Fluo-8 calcium fluorescence; vehicle wells 0%, saturating PEA agonist 100%. activation, % at 3 µM. 0.99% of 360,000 active. AID 624467;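 active = activation above the mean activation of all test compounds in the run plus 3 SD, cut at about 38% in these data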
Target sequence (Q96RJ0 whole entry, looked up): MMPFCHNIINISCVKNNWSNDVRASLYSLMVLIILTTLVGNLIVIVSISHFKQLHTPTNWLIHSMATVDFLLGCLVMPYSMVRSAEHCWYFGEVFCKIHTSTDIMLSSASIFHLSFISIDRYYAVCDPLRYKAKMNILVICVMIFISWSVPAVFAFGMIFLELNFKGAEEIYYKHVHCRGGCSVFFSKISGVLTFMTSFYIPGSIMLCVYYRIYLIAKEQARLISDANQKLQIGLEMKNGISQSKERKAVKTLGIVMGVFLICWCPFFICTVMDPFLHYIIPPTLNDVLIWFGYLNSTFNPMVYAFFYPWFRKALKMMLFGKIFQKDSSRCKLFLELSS
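Signal – calcium-sensitive Fluo-8 signal, excitation 470-495, emission 515-575 nm · System – RD-HGA16 (CHO) cells co-expressing Gα16 and hTAAR1 · Incubation – 17-24 h seeding, 75 min 37 °C dye, 30 min RT · Compound dosing – 3 µM single concentration · Repeats – no replicates (n 1)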
TAAR1 antag = antagonists of human TAAR1 | Q96RJ0 | CHO RD-HGA16 TAAR1, Fluo-8 calcium fluorescence, antagonist | inhibition, % at 3 µM | 1.5% of 360,000 active;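 active = inhibition above a per-plate cutoff, the mean inhibition of test compounds on that plate plus 3 SD, cut at about 49% in these data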;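 also: 0% = DMSO plus EC80 beta-PEA response and 100% = DMSO alone without agonist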
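test system = CHO RD-HGA16 cells bearing hTAAR1 | replication = singlicate | controls = DMSO-only wells and EC80 β-PEA-stimulated wells | reagent = EC80 β-phenethylamine stimulus | read-out basis = percent inhibition of PEA-evoked calcium signal, max/basal emission ratio | schedule = seeding 17-24 h prior, 75-min 37 °C, 30-min RT dye loading | signal = kinetic Fluo-8 calcium fluorescence measurement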
M1 ag = activates human CHRM1 receptor; P11229; CHO-K1 hM1, Fluo-8 calcium fluorescence, agonist mode; 0% DMSO, 100% acetylcholine EC100; activation, % at 3 µM; 0.33% of 360,000 active; AID 588814;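 active = activation above the run's mean compound activation plus 3 SD, cut at about 16% in these data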;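 also: peak over basal fluorescence ratio within a 140 s kinetic read after compound addition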
Target sequence (P11229 whole entry, looked up): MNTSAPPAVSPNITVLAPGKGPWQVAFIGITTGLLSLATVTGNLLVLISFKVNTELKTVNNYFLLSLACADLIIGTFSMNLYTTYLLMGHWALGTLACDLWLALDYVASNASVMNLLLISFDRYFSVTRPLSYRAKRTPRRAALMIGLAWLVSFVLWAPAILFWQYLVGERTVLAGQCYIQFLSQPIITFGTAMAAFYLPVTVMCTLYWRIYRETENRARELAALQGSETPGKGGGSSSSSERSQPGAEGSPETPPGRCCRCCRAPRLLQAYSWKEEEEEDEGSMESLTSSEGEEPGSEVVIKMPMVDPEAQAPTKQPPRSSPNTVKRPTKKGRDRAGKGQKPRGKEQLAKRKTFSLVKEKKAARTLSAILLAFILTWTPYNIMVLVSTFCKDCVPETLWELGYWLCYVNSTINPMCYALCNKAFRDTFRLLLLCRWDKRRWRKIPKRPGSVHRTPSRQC
CHRM1 PAM = human CHRM1 positive allosteric modulation; activation, % at 3 µM; 0.088% of 360,000 active; CHO-K1 hM1, Fluo-8 calcium fluorescence, ACh EC20; 0% = ACh EC20, 100% = maximal ACh; in the data active = activation above about 19%, passing the limit was not always enough
M1 antag = human CHRM1 antagonism; CHO-K1 hM1, Fluo-8 calcium fluorescence, ACh EC80 antagonist; inhibition, % at 3 µM; 1.3% of 360,000 active; AID 588852;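 active = percent inhibition above its own plate's cutoff, namely the mean of that plate's compound wells plus 3 SD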;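 also: peak over basal fluorescence ratio during 140 s after agonist addition; 0% = ACh EC80 plus DMSO and 100% = DMSO alone without agonist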
The depositor's hits bear a star; x = no result given; & = joins results of further samples. The list is partial; count on the stated rates, not on these rows.

SMILES	CHO-K1 Ca ag	CHO-K1 Ca antag	CHO-K1 Ca PAM	CHO parental Ca	TAAR1 agonist	TAAR1 antag	M1 ag	CHRM1 PAM	M1 antag
CCC(C)n1c(O)c(/C=N/Nc2ccccc2)c(=O)[nH]c1=S (stereo not given)	2.1	-8	24	-22	0	10	-12	0	0
COc1ccc(C)cc1NC1=NC(C)(C)CS1	0.8	-8	0	-12	4	-16	-16	-5	-8
Cc1oc(-c2ccccc2)nc1CN1C(=O)C(C)N=C(c2ccccc2F)c2cc(Cl)ccc21 (stereo not given)	-0.3	4	6	-25	0	0	-2	-3	7
COC(=O)C1=C(c2ccc(C(C)=O)cc2)C[C@@H]2CC[C@H]1N2C(=O)NC1Cc2ccccc2C1	-0.5	-8	8	-22	x	x	-11	5	-2
O=C(O)CCn1cc(C=C2C(=O)NC(=S)NC2=O)c(-c2ccccc2)n1	1.3	-2	4	3	3	-11	-2	4	4
OCCOc1ccccc1	-0.2	0	18	4	2	0	3	13	-20
O=c1[nH]c2ccccc2o1	-0.5	22	-9	-6	0	6	0	4	-13
O=C(O)C(Cc1cnc[nH]1)NS(=O)(=O)c1ccc(Cl)cc1 (stereo not given)	0.0	4	-5	0	12	-7	-4	7	-1
C[n+]1c2ccccc2nc2ccc(NCCO)cc21	0.2	-15	-6	-5	2	-4	-5	16	-10
Cc1cccc(-n2c(O)c(C=Nc3ccc(Br)cn3)c(=O)[nH]c2=O)c1	-0.5	16	-16	-20	6	-7	-9	5	-3
Cc1ncc(CN2CCCC(C(=O)c3cccc(OC(C)C)c3)C2)s1 (stereo not given)	0.3	8	-7	-14	6	0	-11	-10	-2
CNC(=O)OCCc1nccn1C	1.0	-9	19	-7	-1	9	-9	-5	7
O=C1C=C(N2CC2)c2ccccc2C1=O	0.2	1	-7	x	2	-16	-2	2	2
CCC1CCC(C)N(N=O)C1 (stereo not given)	0.4	0	4	x	0	-5	-1	8	-12
Cc1cccc(-n2c(O)c(/C=N/Nc3nc4c(c(=O)n(C)c(=O)n4C)n3C)c(=O)[nH]c2=S)c1	0.9	6	5	-10	-1	0	-3	3	1
O=[N+]([O-])c1ccc(Cl)c(Cl)c1Cl	0.0	3	-4	-3	1	-22	3	5	4
O=c1[nH]c(=O)n(C2CCCCCC2)c(O)c1C=NCCCN1CCOCC1	0.3	-4	13	-19	9	0	-1	7	-36
CN(C)C(CNC(=O)Cc1c(Cl)cccc1Cl)c1ccccc1 (stereo not given)	-0.2	6	8	-5	2	-2	-16	-37	96*
Nc1ncc2[nH]cnc2n1	0.2&-0.4	1&-5	1&20	-2&4	0&3	-29&1	-2&0	3&6	-25&-26
CN1Cc2ccccc2-n2nncc2C1	0.1	-6	-9	x	0	3	-5	0	1

3 neighbouring compounds from above, quoted:
SMILES	CHO-K1 Ca ag	CHO-K1 Ca antag	CHO-K1 Ca PAM	CHO parental Ca	TAAR1 agonist	TAAR1 antag	M1 ag	CHRM1 PAM	M1 antag
CN(C)C(CNC(=O)Cc1c(Cl)cccc1Cl)c1ccccc1 (stereo not given)	-0.2	6	8	-5	2	-2	-16	-37	96*
Nc1ncc2[nH]cnc2n1	0.2&-0.4	1&-5	1&20	-2&4	0&3	-29&1	-2&0	3&6	-25&-26
CN1Cc2ccccc2-n2nncc2C1	0.1	-6	-9	x	0	3	-5	0	1

Given as labelled records: part of the list above
> OCCOc1ccccc1
  CHO-K1 Ca ag: -0.2	CHO-K1 Ca antag: 0	CHO-K1 Ca PAM: 18	CHO parental Ca: 4	TAAR1 agonist: 2	TAAR1 antag: 0	M1 ag: 3	CHRM1 PAM: 13	M1 antag: -20

> C[n+]1c2ccccc2nc2ccc(NCCO)cc21
  CHO-K1 Ca ag: 0.2	CHO-K1 Ca antag: -15	CHO-K1 Ca PAM: -6	CHO parental Ca: -5	TAAR1 agonist: 2	TAAR1 antag: -4	M1 ag: -5	CHRM1 PAM: 16	M1 antag: -10

> Cc1oc(-c2ccccc2)nc1CN1C(=O)C(C)N=C(c2ccccc2F)c2cc(Cl)ccc21 (stereo not given)
  CHO-K1 Ca ag: -0.3	CHO-K1 Ca antag: 4	CHO-K1 Ca PAM: 6	CHO parental Ca: -25	TAAR1 agonist: 0	TAAR1 antag: 0	M1 ag: -2	CHRM1 PAM: -3	M1 antag: 7

Next part.
SMILES	CHO-K1 Ca ag	CHO-K1 Ca antag	CHO-K1 Ca PAM	CHO parental Ca	TAAR1 agonist	TAAR1 antag	M1 ag	CHRM1 PAM	M1 antag
Cc1ccccc1-n1c(-c2ccco2)nc2ccccc2c1=O	0.6	-5	10	-9	9	1	1	5	-9
CC1CC(C)CC(C)C(O)C(C#N)=CC=CCC(C2CCCC2C(=O)O)OC(=O)CC(O)C(C)C1 (stereo not given)	1.5	-20	13	x	3	-1	-5	7	-17
O=C1Nc2ccc(Br)cc2C(c2ccccc2)=NC1O (stereo not given)	-0.1	7	-8	-9	3	7	2	17	-3
Cc1cc(OCC(=O)N2CCC(C(=O)NCC(C)C)CC2)c2c3c(c(=O)oc2c1)CCCC3	1.1	-19	13	-7	-1	-11	-2	9	-7
COc1ccc(C=C2C(=O)NC(=S)NC2=O)cc1	1.1	-8	19	x	4	-11	2	8	-13
CC(C)COP(=O)(OCC(C)C)C(O)c1cccnc1 (stereo not given)	0.2	-11	6	3	1	-10	-4	7	-8
Cc1ccc(C2N(c3cc(C)on3)C(=O)C3CCCN32)cc1 (stereo not given)	-0.2	5	-6	13	8	-21	-3	-1	0
Cc1ccc2c(c1)C(c1ccccc1)NCC(=O)N2 (stereo not given)	-0.3	-2	-3	6	10	1	-2	0	2
CC(=O)OC1CCC2(/C=N/O)C(=CCC3C4CCC(=O)C4(C)CCC32)C1 (stereo not given)	13	4	12	-7	4	-5	-2	10	-21
CC(=O)Nc1cc(C(=O)N2CCC3(CC2)OCCO3)ccc1S(=O)(=O)c1ccc(Cl)cc1	-0.3	-11	19	-14	1	1	-7	13	-15
CC(C)(C)C(=O)N1Cc2cc(N3CCOCC3)ccc2-n2nncc2C1	0.2	7	18	x	2	-10	0	12	-10
COCCNC(=O)Cn1cc(C=C2C(=O)NC(=O)NC2=O)c2ccccc21	0.0	-4	-8	4	2	-17	-2	20	-8
O=C1N=c2ccccc2=C/C1=C\c1c(O)[nH]c(=S)[nH]c1=O	1.1	8	-1	1	2	-16	-5	2	0
COc1ccccc1CNC(=O)CCC(=O)N1C[C@H]2C[C@@H](C1)c1cccc(=O)n1C2	0.2	14	-8	-9	3	-16	-3	-3	5
O=C1NCN(c2ccccc2)C12CCN(C(c1ccccc1OC(F)(F)F)c1nnnn1Cc1ccccc1)CC2 (stereo not given)	0.5	6	12	x	2	12	5	2	3
S=P(Nn1cnnc1)(c1ccccc1)c1ccccc1	0.5	-3	-3	3	-1	7	-6	-8	6
CC(=O)C1C2c3ccccc3O[C@@]1(C)N=c1s/c(=C/c3ccoc3)c(=O)n12 (stereo not given in full)	0.9	11	-8	-11	2	-9	-2	5	-6
O=P(Nc1cccc(F)c1)(Oc1ccccc1F)Oc1ccccc1F	5.0	-11	12	-13	3	90*	-3	1	7
CCN(CC)C(=O)c1ccc(NC(=O)COC(=O)c2ccc(Cl)s2)cc1	4.9	-17	11	-8	11	4	2	6	-8
CCOc1cccc(C2NCc3ccccc3-n3cccc32)c1O (stereo not given)	1.1	-7	19	-19	4	-16	-2	10	-44

Next section, overlapping the part above by four compounds.
SMILES	CHO-K1 Ca ag	CHO-K1 Ca antag	CHO-K1 Ca PAM	CHO parental Ca	TAAR1 agonist	TAAR1 antag	M1 ag	CHRM1 PAM	M1 antag
CC(=O)C1C2c3ccccc3O[C@@]1(C)N=c1s/c(=C/c3ccoc3)c(=O)n12 (stereo not given in full)	0.9	11	-8	-11	2	-9	-2	5	-6
O=P(Nc1cccc(F)c1)(Oc1ccccc1F)Oc1ccccc1F	5.0	-11	12	-13	3	90*	-3	1	7
CCN(CC)C(=O)c1ccc(NC(=O)COC(=O)c2ccc(Cl)s2)cc1	4.9	-17	11	-8	11	4	2	6	-8
CCOc1cccc(C2NCc3ccccc3-n3cccc32)c1O (stereo not given)	1.1	-7	19	-19	4	-16	-2	10	-44
Cc1cccc(N2C(=O)/C(=C/N3CCN(C(=O)c4ccco4)CC3)C(=O)NC2=S)c1	-0.1	6	-4	-9	49*	-14	-1	-8	27
CCCCCCn1c(=O)c(C(=O)Nc2nc(CC(=O)OCC)cs2)c(O)c2ccccc21	0.1	-8	-2	-29	11	-15	-2	0	-2
CCC1CN2CCc3cc(OC)c(OC)cc3C2CC1CC1NCCc2c1[nH]c1ccc(O)cc21 (stereo not given)	0.5	-28	26	x	1	-19	-7	9	-22
CN1C(=O)N(C)C(=O)C(CCc2ccncc2)(CCc2ccncc2)C1=O	1.0	-11	18	-7	4	-26	-3	5	-3
COC(=O)C1(C(=O)O)Cc2cc([N+](=O)[O-])ccc2N2CCCC21 (stereo not given)	-0.1	0	9	-17	6	-16	-4	12	-5
CCCCCCn1c(O)c(/C=N/N2CCCCCC2)c(=O)[nH]c1=O	-0.1	-2	1	-12	2	-13	-1	1	-8
Cc1nc(-c2cccc(CN(C)C(=O)Oc3ccc([N+](=O)[O-])cc3)c2)no1	6.4	8	-13	x	1	9	x	x	x
Cc1ccc2c(c1)C1CN(C)CCC1N2C(=O)c1cn(-c2ccccc2)nc1-c1ccccc1 (stereo not given)	7.4	-13	20	6	10	-28	-2	5	5
COc1cc(OC)cc(-n2nc(C(=O)N3CCC4(CC3)OCCO4)c3ccccc3c2=O)c1	3.7	1	7	-23	17	33	0	-4	-12
COC(=O)C1=C(c2ccc(OC(F)(F)F)cc2)C[C@@H]2CC[C@H]1N2C(=O)NC(C)C	-0.1	-8	12	5	5	5	-5	3	8
CC1=NCCc2c1[nH]c1cc(O)ccc21	8.2	6	-7	5	26	-1	4	-1	-27
O=C(NC1CC1)C1CSC(c2cccnc2)=N1 (stereo not given)	0.1	-9	10	1	8	17	-4	2	-3
Cc1cccc(-n2c(O)c(/C=N/N3CCOCC3)c(=O)[nH]c2=S)c1	0.3	-12	25	-11	1	-2	-5	8	-7
O=[N+]([O-])c1ccc(NCCO)c2ncccc12	0.3	5	-3	5	0	-16	-7	3	-7
C[C@@H]1CN([C@@H](C)CO)C(=O)CCCn2cc(nn2)CO[C@H]1CN(C)C(=O)Oc1cccc2ccccc12	-0.2	-8	18	x	3	-3	-2	11	-18
CN(C)C(=O)Oc1ccc(OCc2n(C)c3ccccc3[n+]2C)cc1	-0.1	-5	19	-1	1	-8	-11	-4	3
COC(=O)C1=C(c2cccc(C#N)c2)C[C@@H]2CC[C@H]1N2C(=O)NCC1CC1	-0.4	1	5	-21	4	-11	-1	13	-12
O=C(NCCN1CCOCC1)c1ccc(Cl)nc1Cl	0.6	-9	14	5	4	-3	-6	3	-2
